Screening data as filed in PubChem BioAssay.
OXTR agonist: human OXTR agonism. P30559. CHO-OTR cells, Fluo-8 calcium fluorescence; normalized: DMSO 0%, oxytocin 100%. activation, % at 3 µM. actives 0.32% (n = 320,000);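 active means activation above the mean of all tested compounds plus 3 SD, cutoff set per screening run, cut at about 20% in these data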;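 further: peak over basal fluorescence ratio from a 100 s FLIPR kinetic read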
M18AAP inhibitor: PfM18AAP enzyme inhibition. recombinant PfM18AAP, H-Glu-NHMec fluorogenic cleavage. inhibition, % at 7.35 µM. actives 1.2% (n = 290,000). AID 1822;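 active means inhibition above the campaign mean inhibition over all tested compounds plus 3 SD, cut at about 28% in these data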;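 further: 0% = plate median of test compound wells and 100% = 2 mM ZnCl2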
MEKK2mut PB1 HTS: signal of MEK5 binding to mutant human MEKK2 PB1 domain. bead flow cytometry, Alexa488-MEK5 binding to MEKK2 mutant. percent response, % at 10 µM. actives 0.35% (n = 290,000). AID 1530; in the data active means percent response above about 24%, passing the limit was not always enough; further: inactives centre near 1; some results filed as inactive read as strong as hits; reference of the scale not given here
GPR7 antag: antagonists of human GPR7 (neuropeptides B/W receptor 1) | P48145 | GPR7-expressing cells, fluorescence antagonist assay | inhibition, % at 4.4 µM | actives 1.1% (n = 290,000) | AID 1861; in the data active means inhibition above about 16%, passing the limit was not always enough;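 further: cells stimulated with the agonist NPW; 0% = agonist with vehicle and 100% = vehicle without agonist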
Target sequence (P48145 whole entry, looked up): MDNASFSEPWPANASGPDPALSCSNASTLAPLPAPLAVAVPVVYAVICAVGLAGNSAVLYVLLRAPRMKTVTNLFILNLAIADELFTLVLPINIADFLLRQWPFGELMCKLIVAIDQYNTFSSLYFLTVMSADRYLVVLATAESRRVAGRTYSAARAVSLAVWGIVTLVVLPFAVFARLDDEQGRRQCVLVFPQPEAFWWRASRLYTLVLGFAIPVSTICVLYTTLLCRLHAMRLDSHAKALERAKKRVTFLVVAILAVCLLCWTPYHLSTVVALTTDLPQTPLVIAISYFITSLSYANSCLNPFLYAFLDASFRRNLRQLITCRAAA
NALP1 yeast inh: NALP1 inhibition | AID 2071 | actives 0.61% (n = 280,000) | S. cerevisiae NALP1/ASC/caspase-1 growth, X-gal OD620, 72 h | inhibition, % at 10 µM; in the data active means inhibition mostly above about 24%, no sharp cut-off; inactive means mostly below about 32%; further: some compounds called inactive have numbers as strong as hits
MEKK2 WT-MEK5: raises or lowers MEK5 binding to wildtype human MEKK2 PB1 domain; bead flow cytometry, Alexa488-MEK5 binding to MEKK2 WT; actives lie on both sides; actives 1.1% (n = 290,000); binding response (% of control), % at 10 µM; AID 1531; Q9Y2U5; in the data active means binding response below about 67% or above about 130%
MEKK3 PB1 HTS: raises or lowers MEK5 binding to the human MEKK3 PB1 domain; actives 1.4% (n = 290,000); Q99759; bead-based flow cytometry, Alexa488-MEK5 binding to MEKK3; actives lie on both sides; 0 = blocked by unlabeled MEK5, 100 = vehicle; binding response (% of control), % at 10 µM;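 active means binding response more than 3 SD above or below the average of its plate-row segment, actives on both sides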;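 further: Alexa488 bead fluorescence after subtracting the streptavidin-only scavenger bead signal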
Target sequence (Q99759 whole entry, looked up, the tested form may be a part): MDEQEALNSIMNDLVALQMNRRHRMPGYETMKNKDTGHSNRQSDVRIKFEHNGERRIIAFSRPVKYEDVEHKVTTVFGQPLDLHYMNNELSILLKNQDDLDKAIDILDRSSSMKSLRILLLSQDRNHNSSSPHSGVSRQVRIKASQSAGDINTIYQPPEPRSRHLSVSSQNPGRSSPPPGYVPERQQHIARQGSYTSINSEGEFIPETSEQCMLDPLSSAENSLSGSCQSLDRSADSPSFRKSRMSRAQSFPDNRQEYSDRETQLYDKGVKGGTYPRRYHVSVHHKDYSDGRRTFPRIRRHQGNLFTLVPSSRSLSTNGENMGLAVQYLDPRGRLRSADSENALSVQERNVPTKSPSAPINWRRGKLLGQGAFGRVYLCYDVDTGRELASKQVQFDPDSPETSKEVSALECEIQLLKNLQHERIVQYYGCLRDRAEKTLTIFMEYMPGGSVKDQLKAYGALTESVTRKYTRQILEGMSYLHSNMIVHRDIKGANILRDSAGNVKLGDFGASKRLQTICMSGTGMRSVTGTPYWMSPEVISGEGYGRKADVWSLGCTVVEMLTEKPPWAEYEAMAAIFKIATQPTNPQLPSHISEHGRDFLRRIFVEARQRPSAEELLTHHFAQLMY
DNA FID counter: fluorescent intercalator displacement, NS3 helicase counter-screen; AID 1845; actives 0.17% (n = 290,000); inhibition, % at 7.9 µM; DNA fluorescent intercalator displacement, fluorescence; in the data active means inhibition above about 37%;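 further: 0% = vehicle and 100% = reference compound; higher means more ethidium bromide displaced from hairpin DNA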
PHOSPHO1 inh: inhibitors of human PHOSPHO1 phosphatase | Q8TCT1 | inhibition, % at 13.3 µM | actives 1.1% (n = 290,000) | AID 1565 | recombinant PHOSPHO1, absorbance phosphatase assay; in the data active means inhibition above about 60%
Starred values were filed as active, the others as inactive; · = not tested or not shown.

Order of values: PHOSPHO1 inh, MEKK2 WT-MEK5, M18AAP inhibitor, MEKK3 PB1 HTS, NALP1 yeast inh, DNA FID counter, OXTR agonist, GPR7 antag, MEKK2mut PB1 HTS
- CC(=O)c1c(C)[nH]c(C(=O)NCc2ccccn2)c1C
  -2.0, 110.0, 1.2, 104.0, 9.4, -2.0, 0.5, -2.5, 2.0
- O=C(Nc1cccc(Cl)c1)OC1CCCCc2cccnc21 (stereo not given)
  52.9, 95.0, 2.8, 97.0, ·, -27.6, -2.3, -8.7, -4.0
- CCOC(=O)Cc1csc(NC(=O)CCCCCN2C(=O)c3cccc4cccc(c34)C2=O)n1
  ·, 106.0, -1.6, 102.0, ·, -3.2, -1.2, -11.4, 3.0
- CC1CC(C)CN(C(=O)c2ccc(S(=O)(=O)N3CCCCC3)cc2)C1 (stereo not given)
  32.2, 91.0, 9.4, 90.0, 5.3, -46.1, 0.6, 17.2, 2.0
- CCn1ccnc1CN1CCC(CO)(CCOc2ccccc2)CC1
  28.2, 97.0, -0.4, 96.0, 0.1, 5.2, 0.3, -13.7, -2.0
- CSc1ccccc1NC(=O)c1ccc(Br)o1
  0.2, 101.0, 1.6, 98.0, -1.2, -3.2, -2.3, 0.1, 1.0
- CC(=O)NCCSC(=O)c1ccc(F)cc1
  20.0, ·, -5.1, ·, 6.7, -2.3, -0.4, -2.6, ·
- O=C(O)c1ccc(NS(=O)(=O)c2cc(Cl)ccc2Cl)cc1
  9.2, 102.0, -0.2, 100.0, 0.1, 1.8, 0.2, -8.9, -4.0
- COc1cc(OC)cc(C(=O)NCC(=O)OCc2nc3ccccc3s2)c1
  24.4, ·, 1.0, ·, 12.6, -18.1, -2.2, -14.8, ·
- O=C(COc1ccc(Cl)cc1Cl)NCc1ccncc1
  -16.4, 103.0, 3.6, 103.0, 16.2, -2.4, ·, -3.7, 5.0
- Cc1ccsc1/C=N/NC(=O)c1cccc(S(=O)(=O)Nc2ccccc2Cl)c1
  9.1, 92.0, -1.2, 101.0, -5.6, -12.2, -0.6, -8.4, 14.0
- COc1ccc(NC(=O)CCC(=O)N/N=C/c2ccc([N+](=O)[O-])s2)cc1
  12.2, 106.0, 6.4, 92.0, 27.5, 12.3, -0.4, -0.1, 8.0
- O=C(NCc1cccnc1)C1CCN(c2ccc(S(=O)(=O)N3CCOCC3)cc2Cl)CC1
  28.8, 90.0, -4.5, 96.0, -2.6, -22.6, 3.0, 0.8, -10.0
- COc1ccc(C(=O)NCCc2c[nH]c3ccccc23)cc1S(=O)(=O)N1CCOCC1
  -3.8, 100.0, 6.1, 99.0, -4.4, -3.9, 1.3, -9.9, 0.0
- CSc1nsc(SC)c1NC(=O)Nc1ccccc1C
  8.4, 97.0, -4.3, 92.0, 3.8, -0.1, 0.3, -20.3, -13.0
- Cc1cc(NC(=O)CSc2nc3cc(Cl)ccc3c(=O)n2CC(C)C)no1
  0.2, 101.0, -3.7, 102.0, 18.4, 0.2, 0.6, -18.5, -2.0
- CCCNC(=O)[C@H]1N2C(=O)c3c(ccc(OC)c3OC)C2SC1(C)C (stereo not given in full)
  18.4, 100.0, 1.2, 100.0, -11.5, -10.2, 0.3, -9.5, 1.0
- O=C(NCc1ccccc1)C1CCN(c2nc(-c3ccccc3)nc3c2CCC3)CC1
  56.2, 103.0, 5.6, 100.0, -8.7, 2.4, 1.9, -3.2, 4.0
- O=C(Nc1cc(F)cc(F)c1)c1sc(Cl)nc1-c1ccccc1
  -2.8, 104.0, 2.8, 107.0, 19.4, -0.7, -0.8, -11.0, 4.0
- CC(C)(C)C1CCc2c(sc(NC(=O)C3CCCO3)c2C(N)=O)C1 (stereo not given)
  19.4, 99.0, -2.9, 97.0, 9.5, -16.2, -1.0, -2.5, 2.0
- Cc1ccc2[nH]c(C)cc(=S)c2c1
  -79.8, 101.0, -0.7, 104.0, 2.5, -7.3, ·, -6.3, 10.0
- Cc1cc(CN(C)C(=O)CC2C(=O)NCCN2Cc2c(F)cccc2Cl)on1 (stereo not given)
  7.5, 101.0, 0.0, 99.0, ·, -9.0, 7.8, -6.7, 0.0
- Brc1ccc(C2=CC(c3cccs3)n3ncnc3N2)cc1 (stereo not given)
  24.4, 102.0, 11.4, 103.0, -7.0, -2.9, 74.5*, -2.6, 2.0
- Cc1ccc(C)c2nc(SCC(=O)Nc3ccc4c(c3)OCO4)c(C#N)cc12
  14.9, 100.0, -3.0, 109.0, ·, 3.1, 0.7, -9.2, 3.0
- O=C(CSc1ncnc2nc[nH]c12)Nc1ccccc1C(F)(F)F
  79.2*, ·, 4.0, ·, 5.1, 1.0, 2.0, 4.6, ·
- NS(=O)(=O)c1ccc(CNC(=O)CCC2CCCCC2)cc1
  2.1, 104.0, 0.1, 99.0, 9.4, -5.2, 0.7, 4.9, 4.0
- CC(NC(=O)Cc1cccs1)c1ccncc1 (stereo not given)
  -9.8, 92.0, -4.0, 92.0, 22.6, -1.5, 1.1, -0.4, -6.0
- Cn1c(COc2ccccc2)nnc1SCCC(=O)Nc1ccccc1
  -33.6, 107.0, -6.3, 108.0, -2.0, -29.6, 0.0, -6.4, 15.0
- Cc1cc(C)nc(CCNC(=O)c2cc(COc3ccc(F)cc3F)on2)n1
  -7.6, 102.0, 1.4, 103.0, -2.2, -13.3, -0.4, -17.2, 10.0
- CN(C)N=Nc1ccc(S(=O)(=O)NC(=O)Cc2ccccc2)cc1
  ·, 107.0, 1.8, 99.0, 17.7, -7.9, 0.3, -17.6, 7.0
- COc1cccc(N2CC(C(=O)NNC(=O)c3ccc(Cl)cc3)CC2=O)c1 (stereo not given)
  37.7, 99.0, -0.7, 97.0, 9.3, -12.6, -0.5, -12.6, -4.0
- Nc1nnc(-c2ccccc2)s1
  7.8, ·, 0.9, ·, 0.3, 1.4, -0.5, -4.0, ·
- O=C(C1CCC1)N1CCc2cc(S(=O)(=O)NCCN3CCN(c4ccccc4F)CC3)ccc21
  17.9, ·, -2.2, ·, 2.5, 19.3, 6.8, 6.2, ·
- CCCCN(CC)C(=O)CN1C(=O)c2ccccc2C1=O
  -9.4, 105.0, 2.6, 107.0, 12.5, -6.3, -0.6, -3.8, 3.0
- O=C(NC1CCSc2ccccc21)c1ccc(Cl)c(S(=O)(=O)N2CCOCC2)c1 (stereo not given)
  13.7, 98.0, -14.1, 100.0, 9.7, -24.8, -0.5, 0.6, 5.0
- CN(C)S(=O)(=O)c1cccc(COc2ccccc2C(=O)Nc2ccccc2)c1
  9.0, 102.0, 2.2, 106.0, 4.8, -24.4, 0.7, 15.1, 2.0
- CCCc1cc2c(=O)c(-c3cscn3)c(C(=O)OCC)oc2cc1O
  16.1, 90.0, -0.8, 97.0, 11.3, -15.3, 0.0, -9.1, -9.0
- CCOc1ccc(Oc2cc(C)nc(SC)n2)nn1
  -16.7, 100.0, -4.4, 101.0, -64.5, -3.4, -0.8, -6.7, -3.0
- COC(=O)CCC(=O)OC1(C)C(=O)C2=CN(Cc3ccco3)C(c3ccc(OC)cc3)=CC2=C(Br)C1=O (stereo not given)
  ·, 86.0, ·, 85.0, ·, ·, -0.2, ·, -4.0
- CCOc1ccc2nc(N(CCCN(C)C)C(=O)c3ccc4c(c3)CCCC4)sc2c1
  31.8, 158.0*, -1.4, 105.0, 30.1, 39.0*, 7.3, 3.9, 26.0*
- COCCNC(=S)N/N=C(\C)c1cccc(C(F)(F)F)c1
  16.6, 89.0, -0.8, 97.0, -0.1, -10.1, -2.7, -8.9, -10.0
- O=C(Nc1ccc(Br)cc1)C1C2C=CC3(O2)C1C(=O)N(CCN1CCOCC1)C3C(=O)NC1CCCCC1 (stereo not given)
  10.3, 101.0, 0.9, 102.0, 19.5, -6.3, 0.3, 10.6, -1.0
- CCC(Oc1cc(Cl)ccc1Cl)C(=O)NNC(=O)CCC(=O)O (stereo not given)
  -13.9, 91.0, -1.5, 83.0, 30.8, -2.1, 1.2, -2.7, -5.0
- O=c1oc2ccccc2cc1-c1ccc(O)cc1O
  8.4, 103.0, 5.4, 102.0, 13.4, -3.7, 0.6, -12.0, 1.0
- COc1cc(NC(=O)c2ccco2)ccc1NC(=O)c1ccccc1Cl
  12.2, 103.0, -10.4, 100.0, 0.5, -12.2, 0.3, -0.5, 2.0
- O=C(Nn1cnnc1)c1ccc(Cl)c(Cl)c1
  19.3, 102.0, 51.7*, 100.0, 9.5, 0.7, 0.6, -15.5, 3.0
- Cc1cc(N2CCOCC2)c2c(N)cc(C)c(C)c2n1
  -2.7, ·, 4.8, ·, 2.0, -0.5, -0.1, -1.9, ·
- CCS(=O)(=O)n1nc(-c2ccccc2)nc1SCc1ccccc1
  5.5, 100.0, 0.0, 98.0, 2.3, -7.9, -0.1, 0.4, -2.0
- CC(C)OC(=O)/C(=C/c1cccnc1)NC(=O)c1ccccc1
  -9.0, 104.0, -0.5, 100.0, 28.7, 0.1, -0.3, -9.4, 3.0
- O=C(NCc1ccco1)c1cc(-c2ccc(F)cc2)on1
  23.6, 106.0, 14.5, 103.0, 6.4, -2.8, -0.5, -5.3, 5.0
- COC(=O)c1c(NC(=O)C2CC2)sc(C(=O)Nc2ccccc2)c1C
  12.2, 96.0, 7.5, 102.0, 1.9, -10.0, -1.3, -7.4, -2.0
- COc1ccccc1C(O)P(=O)(OC1CCCCC1)OC1CCCCC1 (stereo not given)
  12.3, 90.0, -6.1, 85.0, ·, -41.7, -0.1, 1.3, -17.0
- Cc1ccc(-c2nc3ncccc3o2)cc1NC(=O)C(C)(C)C
  ·, 106.0, -7.9, 104.0, ·, -18.6, -0.3, -0.6, 5.0
- COc1ccc(C(=O)Cn2nc(CNc3ccc(Br)cc3)[n+]3c2CCCCC3)cc1
  -3.7, 150.0*, -11.2, 103.0, 18.5, 22.5, -1.3, 4.3, 5.0
- O=C(NCc1ccco1)C1CCC(N2C(=O)C3C4CCC(C4)C3C2=O)CC1 (stereo not given)
  26.0, 112.0, 4.9, 115.0, 19.1, -6.5, -0.1, -7.0, 0.0
- C=CCNc1oc(/C=C/c2ccccc2)nc1C#N
  10.1, 84.0, 5.7, 84.0, 12.5, -10.7, -1.4, -3.2, -6.0
- O=C(/N=C1/c2ccccc2CN1c1ccccc1)Nc1ccccc1
  -6.2, 109.0, 4.3, 138.0*, 19.9, 0.0, -1.7, -5.9, 1.0
- CC(c1ccccc1)N1C(=O)c2ccc(C(=O)Nc3ccccc3C(=O)O)cc2C1=O (stereo not given)
  9.0, 99.0, -1.7, 104.0, 4.4, 43.1*, -0.7, -7.5, -4.0
- Cc1ccc(NC(=O)CSc2nnc(C3CC3)n2CC2CCCO2)cc1C (stereo not given)
  -115.7, 103.0, -5.2, 102.0, 17.5, -19.9, 0.5, -7.7, -1.0
- COc1ccc(-c2nnc(-c3cccnc3)o2)cc1
  6.0, 92.0, 0.6, 85.0, 3.7, -5.6, -1.0, -11.2, -22.0
- CC1(C)Cc2c(C#N)c(NC3CCCCC3)nc(-c3ccco3)c2CO1
  2.0, 95.0, -15.4, 96.0, 18.0, -14.4, -0.3, -1.7, 1.0
- CCOc1ccccc1CNn1nnnc1N
  -1.1, 93.0, 4.6, 100.0, -56.1, -0.9, -0.4, -11.2, 3.0
- Cc1ccc(S(=O)(=O)N2CCCN(C(=O)OC(C)(C)C)CC2)cc1
  12.9, 101.0, 2.2, 102.0, ·, -30.0, -0.9, -13.9, 0.0

In the list so far, three contain a COOH group:
Order of values: PHOSPHO1 inh, MEKK2 WT-MEK5, M18AAP inhibitor, MEKK3 PB1 HTS, NALP1 yeast inh, DNA FID counter, OXTR agonist, GPR7 antag, MEKK2mut PB1 HTS
- O=C(O)c1ccc(NS(=O)(=O)c2cc(Cl)ccc2Cl)cc1
  9.2, 102.0, -0.2, 100.0, 0.1, 1.8, 0.2, -8.9, -4.0
- CCC(Oc1cc(Cl)ccc1Cl)C(=O)NNC(=O)CCC(=O)O (stereo not given)
  -13.9, 91.0, -1.5, 83.0, 30.8, -2.1, 1.2, -2.7, -5.0
- CC(c1ccccc1)N1C(=O)c2ccc(C(=O)Nc3ccccc3C(=O)O)cc2C1=O (stereo not given)
  9.0, 99.0, -1.7, 104.0, 4.4, 43.1*, -0.7, -7.5, -4.0
